High-throughput results deposited in PubChem BioAssay by National Center for Advancing Translational Sciences (NCATS).
Peg3 imprint = induces erasure of genomic imprints in mouse ES cells | mouse ES Peg3-LacZ reporter, beta-gal luminescence, 40 h | Potency, µM (top dose mostly 60.7 µM), for inactives: top-dose activity change, positive = activation, hits mostly activators | 110,000 tested, 0.02% active | AID 1948;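 also: 0% = negative control wells on the plate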
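Each well holds 300 Peg3LacZ-Neo (maternal) female ES cells incubated 40 h at 37C, 5% CO2. LacZ is measured by BetaGlo luminescence, with AC50 and maximum efficacy derived from dose-response curves.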
p53ts 32C kill = cytotoxicity in p53ts cells at permissive temperature. Potency, µM (top dose mostly 46.1 µM), inactives show at the highest dose activity change, negative = cytotoxicity, hits mostly cytotoxic. 130,000 tested, 0.93% active. AID 924. H1299-p53A138V at 32C, ATP luminescence viability, 24 h;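 also: 0% = DMSO and -100% = full killing by reference compound; nearly all actives have a fitted effect of over 55% in size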
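H1299-p53 A138V cells (temperature-sensitive p53) exposed 24 h to up to 46 uM compound at 32C, where p53 is wild-type in conformation. Viability read as ATP luminescence and normalised to DMSO and 100 uM tamoxifen. AC50 fitted with the Hill equation.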
p53ts 39C kill = p53ts cell cytotoxicity, nonpermissive temperature. H1299-p53A138V viability at 39C, ATP luminescence, 24 h. Potency, µM (doses to about 46.1 µM), for the others: at the highest dose activity change, negative = cell killing, most hits filed as cytotoxic. 130,000 tested, 1.5% active. AID 902; also: nearly all actives have a fitted effect of over 55% in size
IkB sig inh = suppresses IkB signaling in ABC-DLBCL reporter cells; ABC-DLBCL IkBa-CBG/CBR dual luciferase ratio, 4 h; response scale: scaled: untreated 0%, proteasome inhibitor 100%; Potency, µM (highest dose often 57.1 µM), for inactives: at the highest dose IkBa stabilization activation; 110,000 tested, 0.04% active; active = well fitted curve in the direction sought with a large enough effect in the signal ratio, not every such curve was filed as active; inconclusive = small, poorly fitted or top-dose-only effect, or a change in a side signal; the % refers to the signal ratio;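 also: the direction sought is a rising ratio; 0% = basal untreated cells and 100% = reference inhibitor full response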
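Luminescence ratio of IκBα-fused green versus native red beetle luciferase in OCI-Ly3 cells, 4 h post-doxycycline with compound; red signal alone, scaled from basal (0%) to zero light (-100%), flagged nonspecific or cytotoxic effects.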
An asterisk follows results filed as active; ? = inconclusive; / = no result given; [ ] = dose if it differs, or a comment. Unless noted, calls follow the shape of the dose curve; as a rule, active = well fitted curve in the direction sought with a large enough effect; inconclusive = small, poorly fitted or top-dose-only effect, or another doubt; inactive = no such curve, though single readings can be large; an effect the other way counts as inactive or inconclusive. Unless noted, % is scaled to controls: 0 for no effect and ±100 for the full control effect; potency is read from the fitted curve at half-maximal effect.

SMILES	Peg3 imprint	p53ts 32C kill	p53ts 39C kill	IkB sig inh
Cc1csc(SCC(=O)Nc2nc(-c3ccccc3)cs2)n1	-7%	24%	7%	-2.5%
COc1cccc2[nH]c3c(N4CCCCC4)ncnc3c12	-33%[inhibitor]	?	-3%	-3.2%
CC(C)c1cnc2c(c1SCC(=O)Nc1ccc(C(N)=O)cc1)c(=O)n(C)c(=O)n2C	-5%[10.9 µM]	8%	2%	0.8%
Cc1nnc(NC(=O)C2c3ccccc3Oc3ccccc32)s1	/	-11%	-11%	/
O=C(Cc1ccccc1)NC1CCN(S(=O)(=O)c2cccc(F)c2)CC1	-11%	-3%	1%	1.5%
Cc1c(C(=O)N(C)c2cccc(C(F)(F)F)c2)sc2nc3n(c(=O)c12)CCCCC3	7%[10.9 µM]	35%[activator]	2%	?
Cc1cccc(CN2CCN(CC(=O)NCCCN3CCCC3=O)C2=O)c1	-10%	-9%	3%	0.2%
CCc1ccc2[nH]cc(C(=O)N3CCCCCC3)c(=O)c2c1	-10%	1%	7%	-1.2%
CS(=O)(=O)Nc1ccc(-c2nc3ccccc3s2)cc1	-69%[inhibitor][10.9 µM]	4µM*	2µM*	24%
CCOC(=O)C(NC(C)=O)(NS(=O)(=O)c1ccccc1)C(F)(F)F (stereo unspecified)	4%	8%	2%	0.6%
CCOC(=O)CCCNC(=O)COC(=O)CCC(=O)c1ccc(F)cc1	2%	-3%	-15%	0.8%
COc1ccccc1N1CCN(C(=O)CCNS(=O)(=O)c2ccc3c(c2)CCC(=O)N3)CC1	0%	7%	-4%	?
O=CC(=O)c1ccccc1	-13%	-8%[1.84 µM]	15%	16%
Cc1cc(C)c2c(n1)nn1c(NCCCn3ccnc3)cc(C)nc21	-11%	4%	-9%	-2.0%
CCCCC(CC)CNC(=O)CCCn1c(=O)[nH]c2ccsc2c1=O (stereo unspecified)	-7%[10.9 µM]	1%	10%	1.1%
O=c1oc2ccccc2cc1-c1cn2cc(Cc3ccc(F)cc3)sc2n1	13%[10.9 µM]	-3%	-6%	-1.4%
Cc1ccc(OCCn2cc(C(=O)c3cccs3)c3ccccc32)cc1	-11%[10.9 µM]	8%	10%	?
Cc1nc(-c2ccccc2)sc1-c1ccc(SCC(=O)Nc2cccc(C(F)(F)F)c2)nn1	-15%[10.9 µM]	-9%	10µM*	0.4%
Cc1ccc(CNC(=O)CSc2nnc(C)c3c(C)n(-c4ccccc4)nc23)cc1	12%[10.9 µM]	4%	7%	?
NC[C@@H]1O[C@H](O[C@H]2[C@H](O)[C@@H](O[C@H]3[C@H](O)[C@H](N)C[C@H](N)[C@H]3O[C@@H]3O[C@H](CO)[C@@H](O)[C@H](O)[C@@H]3N)O[C@H]2CO)[C@@H](N)[C@H](O)[C@@H]1O	-1%[16.8 µM]	9%[20.6 µM]	8%[20.6 µM]	1.1%[25.6 µM]

Part of the list above, reduced to p53ts 39C kill, IkB sig inh and Peg3 imprint:
Molecule,p53ts 39C kill,IkB sig inh,Peg3 imprint
Cc1ccc(OCCn2cc(C(=O)c3cccs3)c3ccccc32)cc1,10%,?,-11%[10.9 µM]
Cc1nc(-c2ccccc2)sc1-c1ccc(SCC(=O)Nc2cccc(C(F)(F)F)c2)nn1,10µM*,0.4%,-15%[10.9 µM]
Cc1ccc(CNC(=O)CSc2nnc(C)c3c(C)n(-c4ccccc4)nc23)cc1,7%,?,12%[10.9 µM]

Further structures
SMILES	Peg3 imprint	p53ts 32C kill	p53ts 39C kill	IkB sig inh
O=C(CCn1c(=O)c2cccn2c2ccccc21)Nc1ccc(F)cc1	-6%[10.9 µM]	-4%	?	?
COc1ccccc1NC(=O)c1cc2n(n1)C(C(F)(F)F)CC(c1ccc3c(c1)OCO3)N2 (stereo unspecified)	-2%	-12%	-21%	11%
O=C1CC(N(O)c2ccccc2)C(=O)N1c1cc(Cl)cc(Cl)c1 (stereo unspecified)	3%	1%	10%	?
Cc1ccc(-n2ncc3c(NCc4ccccn4)ncnc32)c(C)c1	-10%	-5%	-5%	0.1%
O=c1c2sc3ccccc3c2n(Cc2cccc(Cl)c2)c(=O)n1Cc1ccccc1	-8%[10.9 µM]	14%	7%	3.2%
CCc1c(C)nc(SCc2nc(-c3ccccc3C)no2)[nH]c1=O	-8%[10.9 µM]	-1%	2%	?
CC1(C)CC(=O)c2cc(C(=O)Nc3ccc(Br)cc3)c(=O)n(-c3ccc(Cl)cc3)c2C1	?	-4%	17%	1.1%
CC(C)C1=CC2=CCC3[C@@](C)(CCC[C@@]3(C)C(=O)O)C2CC1 (stereo partly specified)	-9%	5%	3%	/
COC(=O)c1ccc(CNC(=O)CSc2nnc(COc3ccccc3)n2C)o1	0%	-4%	4%	1.7%
Cn1nc(-c2ccc(Cl)cc2)c2cc(C(=O)N3CCC(N4CCCCC4)CC3)sc21	-11%	1%	9%	3.0%
COc1ccccc1/C=C/C=N/NC(=O)CCn1nnc2ccccc21	/	0%	-10%	/
CSc1nnc(CNC(=O)c2ccccc2)n1-c1cccc(C)c1	-9%	5%	11%	0.8%
COc1ccc(C)cc1S(=O)(=O)N(CC(N)=O)Cc1ccccc1	-14%	5%	-4%	-1.1%
Cc1ccc(Cl)cc1NC(=O)C(NS(=O)(=O)c1cccc2nsnc12)c1ccccc1 (stereo unspecified)	19%[10.9 µM]	8%	15%	1.7%
C=CCOc1ccccc1/C=N/O	-65%[inhibitor]	1%	10%	?
CCOC(=O)c1nc2sc3c(c2c(=O)[nH]1)CCCC3	-4%	-8%	-8%	-2.6%
Cc1ccc(C(=O)N(CN2CCCC2=O)c2ccc(F)cc2)cc1	-9%	13%	8%	-0.5%
COc1ccc(OC)c(NC(=O)C2CCN(c3cc(-c4ccccc4)nc4ncnn34)CC2)c1	-8%	-12%	-6%	1.3%
CCc1ccc(NC(=O)Cn2c(=O)n(CCCCC(=O)NCCc3ccc(Cl)cc3)c(=O)c3ccccc32)cc1	-9%[10.9 µM]	-3%	?	-1.8%
COC(=O)c1ccc(C23CC4(C2)[C@H](CN(Cc2cccnc2)[C@@H]4c2ccccc2)C3c2ccc(C(F)(F)F)cc2)cc1 (stereo partly specified)	-13%	-2%	-4%	/

Exported in CSV form: three of the compounds above
SMILES,Peg3 imprint,p53ts 32C kill,p53ts 39C kill,IkB sig inh
CC1(C)CC(=O)c2cc(C(=O)Nc3ccc(Br)cc3)c(=O)n(-c3ccc(Cl)cc3)c2C1,?,-4%,17%,1.1%
CC(C)C1=CC2=CCC3[C@@](C)(CCC[C@@]3(C)C(=O)O)C2CC1 (stereo partly specified),-9%,5%,3%,/
COC(=O)c1ccc(CNC(=O)CSc2nnc(COc3ccccc3)n2C)o1,0%,-4%,4%,1.7%

(further entries)
SMILES	Peg3 imprint	p53ts 32C kill	p53ts 39C kill	IkB sig inh
Cc1nc2sccn2c(=O)c1S(=O)(=O)Nc1cccc(Cl)c1C	4%[10.9 µM]	8%	5%	?
COc1ccccc1-c1cc(C(=O)N2CCc3ccccc3C2)no1	-28%	-27%	-17%	?
COc1ccc(CNc2ccc3cc(S(=O)(=O)N4CCCCC4)ccc3n2)cc1	-17%[10.9 µM]	-4%	-22%	-1.4%
O=C(O)c1cccc2c1C(=O)N(Cc1ccncc1)C2	-5%	-5%	5%	-2.1%
O=C(Nc1ccc(Cl)cc1C(=O)N1CCOCC1)c1ccco1	7%	-4%	12%	0.9%
CCCCc1nn2c(=O)cc(COC(=O)c3ccc4c(c3)OCO4)nc2s1	-11%[10.9 µM]	4%	-12%	?
CC(=O)c1ccc(NC(=O)CN2C(=O)CCc3cc(S(=O)(=O)N4CCC(C)CC4)ccc32)cc1	-8%[10.9 µM]	-1%	-13%	0.9%
COc1ccccc1N1CCN(C(=O)CSc2nc3ncnc(N)c3[nH]2)CC1	-17%	9%	5%	3.3%
COc1ccc(OC)c2[nH]c(=O)c(CCNC(C)=O)cc12	-27%	?	?	-1.8%
CN(C)c1ncc2nc(-c3cc(F)cc(F)c3)c(=O)n(C[C@H]3CCCO3)c2n1	-11%	-1%	0%	0.7%[11.4 µM]
CCCC1C(C#N)=C(N)Oc2n[nH]c(C(C)(C)C)c21 (stereo unspecified)	/	8%	-4%	/
Cc1ccc(-n2cnc3cc(C(=O)NCCC4=CCCCC4)ccc32)cc1Cl	-11%[10.9 µM]	3%	12%	-0.5%
Cc1ccc(-n2c(=O)c3c4c(sc3n(CC(=O)C(C)(C)C)c2=O)CCCCC4)cc1C	-12%[10.9 µM]	13%	3%	1.5%
Cc1cc(=O)[nH]c(-n2nc(C)c(Oc3ccccc3O)c2C)n1	-7%	22%	12%	-1.9%
COc1cccc(-c2nc(CS(=O)(=O)CC(=O)N3CCN(c4ccccc4)CC3)c(C)o2)c1	5%[10.9 µM]	3%	-11%	?
CCc1nnc(NC(=O)c2c(O)c3cccc4c3n(c2=O)CC4)s1	-4%	-4%	-11%	0.6%
COc1ccc(-c2nnc(SCC(=O)c3ccco3)n2-c2ccccc2)cc1	-14%	3%	-3%	2.6%
COC(=O)c1c(NC(=O)Nc2ccc(Cl)cc2)sc(C)c1C	-10%[10.9 µM]	-8%	?	?
O=C(CN1C=NS(=O)(=O)c2ccc(C(F)(F)F)cc21)Nc1cccc(C(F)(F)F)c1	-7%[10.9 µM]	-4%	-21%	?
COc1ccc(C(=O)COC(=O)CCCC(=O)Nc2ccc(C(C)=O)cc2)cc1	-12%[10.9 µM]	-25%	-3%	-0.5%
COc1ccccc1CNS(=O)(=O)c1c(C)noc1C	23%	-3%	3%	-0.6%
Cc1ccc(-c2nnc(Nc3ccc(F)cc3)c3ccccc23)cc1S(=O)(=O)NC(C)C	-20%[10.9 µM]	9%	-23%	?
CCC(=O)N1CCc2cc(Br)cc(S(=O)(=O)NCc3ccco3)c21	7%	13%	6%	-0.7%
CCOc1ccccc1NS(=O)(=O)c1ccc2oc(=O)c3ncn(C)c3c2c1	3%[10.9 µM]	?	20µM*	13%
CCN(C(=O)Cc1c(C(=O)O)[nH]c2ccccc12)c1ccc(OC)cc1	-11%[10.9 µM]	-8%	-13%	4.4%
Cn1c(=O)cc(SCC(=O)NCc2ccco2)c2ccccc21	-12%	-13%	-20%	0.4%
Cc1c(C(=O)N2CCC(C)CC2)c(S(=O)(=O)NCc2ccc(Br)cc2)c(C)n1C	-2%[10.9 µM]	3%	9%	?
CC(C)CN1CCCC2(CCN(C(=O)c3cccn3C)CC2)C1	/	-1%	13%	0.7%[11.4 µM]
CCCS(=O)(=O)c1c(S(=O)(=O)CCC)c2cc(CC)ccn2c1C(=O)c1ccc(OC)cc1	-15%[10.9 µM]	14%	-6%	-2.6%
CC(Cc1ccccc1)C(=O)N[C@@H](CO)Cc1ccccc1 (stereo partly specified)	-15%	11%	-3%	/
O=C1c2cccc3c(Cl)ccc(c23)C(=O)N1O	-18%	22%	-2%	2.5%
N#Cc1ccccc1CSc1nc(N2CCCCC2)nc(N2CCCCC2)n1	25%	3%	6%	-1.4%
CC1CCN(C(=O)c2ccc(C(=O)N3CCC(C)CC3)cc2)CC1	5%	-3%	-4%	?
COc1cc(Cl)ccc1Nc1ncc(C(=O)N2CCN(c3ccccc3OC)CC2)c2ccccc12	-12%[10.9 µM]	7%	8%	-0.5%
COc1ccccc1NC(=O)C(=O)NCC(c1ccc2c(c1)OCO2)N1CCN(C)CC1 (stereo unspecified)	29%[10.9 µM]	3%	-11%	?
C[C@@H](C(=O)O)[C@@H]1C[C@@]1(C)[C@@H](NC(=O)OCc1ccccc1)c1ccccc1	-6%	8%	4%	/
Cc1ccc(S(=O)(=O)C2(C(=O)N(C)C3CCCCC3)CC2)cc1	-13%	-3%	0%	-0.5%
O=C(Nc1ccccc1N1CCN(C(=O)c2ccccc2)CC1)c1ccc2c(c1)OCO2	-16%	-4%	-2%	?
CN(C)C(=O)c1ccc(-c2nc(N3CCOCC3)c3ccccc3n2)cc1	?	?	-10%	0.0%[11.4 µM]
O=C(CN1CCC(NC(=O)Nc2ccccc2-c2ccccc2)CC1)NCc1ccco1	-14%	1%	-1%	0.5%
